PKA-R2B act: activates the human PKA-R2B holoenzyme complex; activation, % at 11.4 µM; actives 0.079% (n = 340,000); AID 504700; P22694+P31323; PKA-R2B holoenzyme dissociation, Cy5-IP20 fluorescence polarization; R2B truncated from residue 108, S112A mutant; 0% DMSO only, 100% 113 µM cGMP;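 active means activation above a cutoff set at the mean over all compounds plus 3 SD, cut at about 18% in these data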;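 further: higher means more holoenzyme dissociation and a rise in polarization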
DAGLB inh: blocks human DAGLB lipase activity; Q8NCG7; AID 504411; HEK293T DAGLB membrane lysate, EnzChek fluorogenic substrate; actives 0.059% (n = 340,000); inhibition, % at 5.17 µM; in the data active means inhibition above about 34%;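 further: 0% = enzyme with vehicle and 100% = wells lacking enzyme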
HTR5A ag: activates human HTR5A in OPRM1-OPRD1 agonist counter-screen; P47898; activation, % at 9.3 µM; actives 0.61% (n = 340,000); HTR5A agonist assay, luminescence, cell-based; in the data active means activation mostly above about 9.5%, no sharp cut-off; inactive means mostly below about 7.6%;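 further: 0% = cells with vehicle only and 100% = reference agonist; strong numbers were not always called active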
HTR5A inv ag: HTR5A inverse agonism, opioid heterodimer counter-screen. AID 504634. inhibition, % at 9.3 µM. actives 0.083% (n = 340,000). HTR5A cell line, luminescence; in the data active means inhibition mostly above about 23%, no sharp cut-off; inactive means mostly below about 18%;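 further: 0% = cells with DMSO and 100% = no-cell wells with DMSO; some compounds called inactive have numbers as strong as hits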
Arr AP2 block: blocks beta-arrestin peptide binding to AP2 adaptin; FITC-arrestin peptide / GST-AP2 beads, flow cytometry; AP2 beta2 appendage carries R879A mutation; inhibition, % at 10 µM; actives 0.31% (n = 340,000); AID 504490;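 active means inhibition above a set limit, near 3 SD of compounds lacking own fluorescence, cut at about 54% in these data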;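 further: plate controls were DMSO wells for no effect and 5 µM unlabelled arrestin peptide for full effect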
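system = GST-tagged AP2 beta2-adaptin appendage (R879A) on 4 µm glutathione beads | reagent = FITC-labelled arrestin peptide probe, 50 nM final | schedule = compound with beads 12 min RT, then probe 1 h RT | signal = HyperCyt-sampled flow cytometry, FL1 channel, ex 488/em 535 nm | read-out = percent response from loss of bead-bound FITC fluorescence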
MOR-DOR inv ag: inverse agonist of human OPRM1-OPRD1 heterodimerization; cell-based MOR-DOR heterodimer luminescence, inverse agonism; actives 0.21% (n = 340,000); inhibition, % at 9.3 µM; in the data active means inhibition above about 22%, passing the limit was not always enough;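 further: 0% = cells with DMSO and 100% = wells without cells with DMSO; values of inactives mirror those of a sister screen read the other way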
Target sequence (P35372 whole entry, looked up): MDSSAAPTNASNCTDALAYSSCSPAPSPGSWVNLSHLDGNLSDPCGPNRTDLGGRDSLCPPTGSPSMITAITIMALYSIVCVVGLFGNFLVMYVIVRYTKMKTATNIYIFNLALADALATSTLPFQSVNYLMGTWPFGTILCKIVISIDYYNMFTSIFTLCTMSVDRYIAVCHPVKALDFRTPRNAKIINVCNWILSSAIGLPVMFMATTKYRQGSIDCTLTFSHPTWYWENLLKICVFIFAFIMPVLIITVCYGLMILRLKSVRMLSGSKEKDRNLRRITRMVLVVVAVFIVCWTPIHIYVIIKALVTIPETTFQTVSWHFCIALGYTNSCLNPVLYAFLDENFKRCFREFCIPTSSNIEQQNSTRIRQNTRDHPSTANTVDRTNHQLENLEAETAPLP
Target sequence (P41143 whole entry, looked up): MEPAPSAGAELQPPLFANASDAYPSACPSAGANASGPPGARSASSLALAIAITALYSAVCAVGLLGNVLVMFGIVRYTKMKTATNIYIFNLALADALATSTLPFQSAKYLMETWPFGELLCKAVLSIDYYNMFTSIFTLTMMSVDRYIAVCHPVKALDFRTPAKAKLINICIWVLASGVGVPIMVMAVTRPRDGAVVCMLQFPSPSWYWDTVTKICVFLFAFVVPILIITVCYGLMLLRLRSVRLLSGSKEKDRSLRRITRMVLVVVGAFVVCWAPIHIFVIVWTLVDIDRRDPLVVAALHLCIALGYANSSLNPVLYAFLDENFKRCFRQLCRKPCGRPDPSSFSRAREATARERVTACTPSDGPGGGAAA
V-ATPase pH: yeast V-ATPase proton transport regulation by pHLuorin; S. cerevisiae, pHLuorin cytosolic pH fluorescence; response, % at 10 µM; actives 0.37% (n = 350,000); AID 504577; in the data active means response mostly above about 7.3%, no sharp cut-off; inactive means mostly below about 5.4%; further: actives read high; inactives centre near 0; some compounds called inactive have numbers as strong as hits; reference of the scale not given here
OPRM1-OPRD1 ag: agonists of human mu-delta opioid receptor heterodimerization | cells, OPRM1-OPRD1 heterodimerization, luminescence | actives 0.3% (n = 340,000) | activation, % at 9.3 µM | P35372+P41143; in the data active means activation above about 18%;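 further: 0% = vehicle-treated cells and 100% = reference agonist; values of inactives mirror those of a sister screen read the other way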
DSG3 Ab inh: inhibitors of pemphigus antibody binding to human desmoglein-3; DSG3-coupled beads, scFv-anti-DSG3-GFP binding, flow cytometry; active compounds read low; binding (percent of control), % at 10 µM; actives 0.48% (n = 310,000);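 active means binding more than 3 SD below its plate's average and above zero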;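 further: hits lower antibody fragment binding to DSG3; some compounds called inactive have numbers as strong as hits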
PKA-R1A activ: activates the PKA-R1A holoenzyme complex. actives 0.083% (n = 340,000). AID 504707. activation, % at 11.4 µM. PKA-R1A dissociation, Cy5-IP20 fluorescence polarization; scaled: DMSO 0%, 113 µM cGMP 100%;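 active means percent activation above the mean of all tested compounds plus 3 SD, cut at about 19% in these data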;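 further: higher means more PKAc released from R1A so a rise in polarization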
Active calls of the source: *; . = no result given. An unsorted share of the library; overall some 2.4% were active at least once.

SMILES	PKA-R2B act	DAGLB inh	HTR5A ag	HTR5A inv ag	Arr AP2 block	MOR-DOR inv ag	V-ATPase pH	OPRM1-OPRD1 ag	DSG3 Ab inh	PKA-R1A activ
COc1ccccc1C(=O)NCCC(=O)N1CCN(c2ccccc2O)CC1	-2	-1	4	9	35	14	3	-2.6	101	-2
CCCCCC(=O)N1C[C@H](n2cc(COC(=O)c3ccccc3)nn2)[C@@H](O)C[C@@H]1c1ccc(OC)cc1	-6	0	.	.	.	.	0	.	99	2
COc1cc(F)ccc1S(=O)(=O)N1CCN(Cc2ccccc2)CC1	-6	-3	-6	14	-2	11	-1	-2.1	92	7
O=C(CCc1ccccc1)NCC(c1ccco1)N1CCc2ccccc21 (stereo unspecified)	-9	-2	-1	12	-10	7	5	-1.0	112	-4
O=C(c1ccc(N2C(=O)CCC2=O)cc1)N1CCN(c2ccccc2)CC1	6	0	1	-3	14	4	1	-0.8	96	-8
CN(C(=O)Cn1nnc(-c2ccccc2)n1)C1CCS(=O)(=O)C1 (stereo unspecified)	-9	0	3	-9	-3	7	-2	-1.0	90	-8
N#Cc1ccc(CN2CCN(C(=O)c3ccccc3)CC2)c(Cl)c1	8	-2	-5	13	3	13	2	-2.8	106	-9
c1ccc(Nc2nc(-c3cccs3)cs2)nc1	3	-1	-3	7	3	7	-2	-1.6	109	-16
O=C(Nc1ccc2c(c1)CCC2)c1cccc(S(=O)(=O)Nc2ccccc2Cl)c1	-11	1	0	20	2	-10	0	2.3	106	3
CC(C)c1nc(SCC(=O)NCc2ccccc2)n[nH]1	0	-3	4	0	2	15	-3	-3.3	112	6
CCOC(=O)C1=C(CN2CCN(C(=O)c3ccco3)CC2)NC(=O)NC1c1ccc(OC)cc1 (stereo unspecified)	-2	-2	-2	11	28	16	-1	-3.1	98	-2
Cn1cccc1C(=O)C(=O)Nc1ccccc1C(F)(F)F	-10	-4	1	6	2	10	-4	-1.9	102	3
Cc1ccc(C(C)C)c(OCC(=O)NNC(=O)Cc2ccc(S(=O)(=O)N3CCOCC3)s2)c1	2	-1	-3	10	-1	3	1	-0.6	93	-3
CN(CCCOc1ccccc1Br)Cc1ccccc1	-10	-5	1	-2	14	-21	3	4.0	104	-15
O=C1CCCc2c1nc(-c1ccccc1)n2O	-5	-4	5	-28	-4	6	5	-1.2	99	9
O=C(Nc1cccc(C(F)(F)F)c1)c1ccc2nc(-c3ccco3)c(-c3ccco3)nc2c1	-16	30	2	-2	34	-45	-1	9.0	86	-15
CCn1c(SCC(=O)Nc2cc(C)on2)nc2sc3c(c2c1=O)CCCC3	5	21	21*	-28	4	-151	1	26*	123	5
O=C(O)c1ccc2c(c1)C(=O)N(c1cccc3ccccc13)C2=O	8	-2	-1	5	34	19	0	-4.2	93	-4
CCOc1ncccc1C(=O)Nc1ccccc1C(=O)NCc1ccc2c(c1)OCO2	4	-4	0	-5	14	4	4	-0.6	.	-2
O=[N+]([O-])c1ccc(S(=O)(=O)Nc2nc(-c3ccccc3)cs2)cc1	2	14	1	-4	12	-2	1	0.5	111	-7

A draw from above in order of length of the SMILES, lowest first.
SMILES	PKA-R2B act	DAGLB inh	HTR5A ag	HTR5A inv ag	Arr AP2 block	MOR-DOR inv ag	V-ATPase pH	OPRM1-OPRD1 ag	DSG3 Ab inh	PKA-R1A activ
O=C1CCCc2c1nc(-c1ccccc1)n2O	-5	-4	5	-28	-4	6	5	-1.2	99	9
CCOc1ncccc1C(=O)Nc1ccccc1C(=O)NCc1ccc2c(c1)OCO2	4	-4	0	-5	14	4	4	-0.6	.	-2
O=C(Nc1cccc(C(F)(F)F)c1)c1ccc2nc(-c3ccco3)c(-c3ccco3)nc2c1	-16	30	2	-2	34	-45	-1	9.0	86	-15

(further entries)
SMILES	PKA-R2B act	DAGLB inh	HTR5A ag	HTR5A inv ag	Arr AP2 block	MOR-DOR inv ag	V-ATPase pH	OPRM1-OPRD1 ag	DSG3 Ab inh	PKA-R1A activ
COc1cccc(-c2nnc(SCC(=O)Nc3cc(C)on3)o2)c1	2	1	0	-13	-4	2	-1	-0.5	104	3
CC(=O)Nc1ccc(-c2nc3c(C)cccc3[nH]2)cc1	-3	2	7	3	20	6	-2	-0.9	100	0
O=C(COC(=O)CSc1ccc(Br)cc1)NCc1ccco1	-10	0	-2	26	-14	6	1	-1.2	94	6
Cn1c(SCCOc2cccc(Cl)c2)nnc1-c1ccncc1	-3	-1	2	-9	-3	12	-2	-2.7	106	-12
Cc1cc(C)c(S(=O)(=O)N(C)CC(=O)NCc2ccncc2)c(C)c1	-10	-6	4	-12	22	-17	0	3.2	96	-17
Cc1ccccc1OCc1ccc(C(=O)N2CCOCC2)o1	-7	-2	-5	3	-6	12	-15	-1.8	97	1
Nc1ccc(N2CCCC2)c(S(=O)(=O)Nc2cccc(C(F)(F)F)c2)c1	-1	2	2	-6	32	0	-2	0.1	95	5
C/C(=N\NC(=O)C(C)Oc1ccc([N+](=O)[O-])cc1)c1ccccn1 (stereo unspecified)	-4	1	3	-8	-1	8	-2	-1.3	97	2
CCCNC(=O)c1cccc(Br)c1	2	-1	4	-11	51	0	-1	0.0	110	-7
Cc1nnc(N(Cc2ccco2)C(=O)c2cccc(C#N)c2)s1	6	-1	-3	9	-5	11	8	-2.0	85	7
O=C(Nc1ccccc1)[C@@H]1CCCN1S(=O)(=O)c1ccc(Cl)cc1	4	-2	-1	4	4	10	2	-2.0	90	-8
Cn1nnnc1Sc1ncnc2scc(-c3ccc(Cl)cc3)c12	-2	0	-7	0	3	14	0	-2.5	.	-8
O=C(c1cc(-c2cccnc2)nc2ccc(Br)cc12)N1CCN(c2ncccn2)CC1	-9	-4	2	-11	3	0	-3	0.0	121	-1
Cc1cccnc1CC(C)NC(=O)c1cc(COc2cncc(Cl)c2)on1 (stereo unspecified)	-19	-2	-7	20	20	16	-3	-3.3	105	-15
COc1ccc(C[C@@H]2CN3C(=NC[C@@H]3C)N2CCNC(=O)c2ccc(C)c(Br)c2)cc1	-3	3	2	-9	-5	-41	4	7.2	108	1
CN(C(=O)c1ccccc1-c1ccccc1C(=O)O)c1ccccc1	-4	1	7	-9	5	16	-2	-3.2	115	-2
O=S(=O)(Cc1ccccc1)Nn1cnnc1	-2	-1	2	-28	-4	16	6	-3.0	106	8
Cc1cc(=O)n2nc(N3CCC(C(=O)N4CCN(c5ccccc5)CC4)CC3)sc2n1	-5	3	1	-4	3	12	-5	-2.3	114	1
Cc1ccc(N2C(S)=C(C#N)C(=O)NC2c2ccco2)cc1 (stereo unspecified)	4	1	-1	2	-17	0	3	0.1	111	-2
NC(=O)c1ccsc1NC(=O)CSc1nc2ccccc2c(=O)n1CCCO	4	4	4	-11	-14	-19	-2	3.0	104	-5
COc1ccc2cc(C(C)c3nc4ccccc4c(=O)n3N)ccc2c1 (stereo unspecified)	-4	-2	6	-23	9	1	-8	-0.2	102	-16
O=C(C1CCN(S(=O)(=O)c2ccccc2)CC1)N1CCOCC1	-9	-1	-1	14	-5	8	-7	-1.6	112	11
CCOC(=O)C1(Cc2ccc(Cl)cc2)CCN(C(=O)CCc2cnccn2)CC1	-5	-1	-4	-15	25	16	2	-3.4	106	-2
Fc1cccc(F)c1[B-](F)(F)F	-4	-1	-1	3	-3	6	3	-1.3	104	5
O=C(CSc1ccc(Cl)cc1)OCc1nnc(-c2ccccc2)o1	-8	-4	-1	7	2	-14	-3	2.4	89	-4
O=C(NCc1ccccc1Cl)c1cnccc1C(F)(F)F	10	-1	10	-4	55*	9	-8	-1.7	115	2
CC(C)(C)c1ccc(OCCn2ccccc2=O)cc1	2	-2	2	-5	2	-25	-1	4.2	.	-4
CCOC(=O)N1CCN(C(=O)COC(=O)c2ccccc2NCCO)CC1	0	3	4	-8	-2	1	13	-0.2	93	-4
O=C(Nc1ccc(N2CCOCC2)nc1)c1cccs1	-2	-1	-1	2	-19	16	-6	-3.3	116	-5
COCCOC(=O)c1c(NC(=O)CNc2ccc(C)c(F)c2)sc(C(N)=O)c1C	-2	5	9	-42	-1	-6	-5	1.2	95	7
COc1ccc(C2=NC(=O)/C(=C\c3cc(OC)c(OC)c(OC)c3)O2)cc1	-8	1	3	-28	7	-10	-5	1.6	99	-15
O=C(CSc1ccc2ccccc2c1)NCCc1ccc(O)c(O)c1	-12	3	5	-14	0	-20	2	4.2	.	-11
O=c1c(-c2ccccc2)c[nH]n1-c1cccc([N+](=O)[O-])c1	-8	4	-3	7	5	28	-1	-5.5	77	-2
Cn1c(=O)c2c(nc(Br)n2Cc2ccc3ccccc3c2)n(C)c1=O	-10	0	-6	15	0	8	1	-1.6	90	0
COc1ccc2c(c1)c(C(=O)N1CCN(C)CC1)c(C)n2-c1ccccc1	-3	2	4	0	-12	6	-2	-1.0	101	-7
Cc1cc(=O)[nH]c(SCC(=O)Nc2ccnc3ccccc23)n1	1	0	0	-19	-10	1	-4	-0.2	113	-3
COc1ccc(NS(=O)(=O)c2cc(NC(=O)c3ccco3)ccc2N2CCCCC2)cc1	-9	0	7	-41	29	4	-1	-0.7	121	3
O=C(Nc1ccc([N+](=O)[O-])cc1NC(=O)c1ccccc1)c1ccccc1	-1	1	1	-5	-7	-16	-3	3.2	93	-9
COc1c2ccoc2cc2oc(=O)ccc12	-8	-1	0	3	0	11	0	-2.1	102	8
O=c1[nH]cc(COCC(F)CCl)c(=O)[nH]1 (stereo unspecified)	-3	-1	-4	23	5	16	-1	-3.2	72*	-9
CC(C)Oc1ccc(/C=C/C(=O)NCC2COc3ccccc3O2)cc1 (stereo unspecified)	-1	-14	0	5	1	-14	-3	2.8	111	9
CCCCN(CC)CCCNC(=O)c1csc2c1CCCCC2	-2	0	0	7	5	5	-1	-0.9	85	1
COc1cccc(/C=N/NC(=O)c2cccs2)c1	2	0	0	-13	-8	7	-1	-1.4	.	0
CC(C)N1CCN(c2ccncc2S(=O)(=O)N2CCOCC2)CC1	-3	-2	1	5	-2	21	3	-4.8	105	7
COc1ccc(/C=N/Nc2nc3ccccc3o2)cc1OC	-2	2	-1	11	-6	2	-1	-0.4	107	-15
CC(=O)c1ccc(-n2c(CCC(=O)O)ccc2-c2ccc(C)cc2)cc1	13	3	-3	12	-12	10	1	-2.2	86	10
CCN(CC)S(=O)(=O)c1ccc(NCCCn2ccnc2)c([N+](=O)[O-])c1	-4	-1	1	-5	11	4	-1	-0.9	108	-3
CCCN(CC(=O)Nc1ccccc1C)C(=O)c1ccc(=O)n(Cc2ccccc2)n1	-6	0	-11	28	-29	19	4	-3.4	127	-1
Cc1ccc(-c2cc(C(=O)NCc3ccco3)c3ccccc3n2)o1	-6	0	-3	9	16	13	6	-2.4	101	-6

Source: PubChem BioAssay
